Growth percent in the NCI-60 one-dose screen (48 h, 10 µM unless noted): 100 = growth as untreated, 0 = no growth, -100 = all killed.
OVCAR-3: OVCAR-3 ovarian cancer; AID 1794787; 7% of 79,000 active
SK-OV-3: SK-OV-3 ovarian cancer cells | AID 1794785 | 3.2% of 80,000 active
NCI-H23: NCI-H23 lung cancer | 4% of 80,000 active | AID 1794731
NCI-H226: NCI-H226 lung cancer | 3.5% of 79,000 active
OVCAR-4: OVCAR-4 ovarian cancer cells; 3.7% of 80,000 active; AID 1794784
IGROV1: IGROV1 ovarian cancer; 4.7% of 79,000 active; AID 1794786
OVCAR-5: OVCAR-5 ovarian cancer. 2.9% of 82,000 active
SN12C: SN12C renal cancer cells; 3.8% of 81,000 active; AID 1794767
NCI/ADR-RES: NCI/ADR-RES ovarian cells; 4.4% of 81,000 active; AID 1794790
Starred values were filed as active, the others as inactive; . = not tested or not shown; & = joins results of further samples; [ ] = dose if it differs, or a comment. How the source made its calls: active means growth percent below 10; inactive means the rest. Random draw from the library. Share with any hit: about 9.4%.

SMILES	OVCAR-3	SK-OV-3	NCI-H23	NCI-H226	OVCAR-4	IGROV1	OVCAR-5	SN12C	NCI/ADR-RES
Clc1ccc(CSc2ncc(Br)c(Nc3cc(Cl)ccc3Cl)n2)cc1	160.6	98.1	99.9	111.0	.	121.6	107.7	120.8	102.8
OCC1OC(OC2OC(CO)C(O)C(O)C2O)C(O)C(O)C1O (stereo not given)	104.8	99.3	106.3	110.5	105.6	105.6	103.5	110.2	100.8
COc1ccc(C2N(c3ccc(O)cc3)N=C(C(C)=O)N2[C@@H]2[C@@H](OC(C)=O)O[C@@H](COC(C)=O)[C@H](OC(C)=O)[C@H]2OC(C)=O)cc1 (stereo not given in full)	112.8	125.9	99.1	104.2	98.5	103.8	107.6	101.5	97.7
CC1(C)Oc2cc3oc(=O)ccc3cc2C[C@@H]1OCCOS(=O)(=O)c1ccc([N+](=O)[O-])cc1	114.7	103.0	93.3	91.0	88.1	101.0	102.0	100.4	99.9
Oc1ccccc1/C=N/Nc1nc(N/N=C/c2ccccc2O)nc(N2CCCCC2)n1	19.2	88.0	55.8	81.8	29.1	45.2	71.6	59.5	19.0
CC(C)C[C@H]1[C@@H]2O[C@@H]2[C@H](CC(C)C)N(Cc2ccccc2)S(=O)(=O)N1Cc1ccccc1	113.2[5 µM]	70.4[5 µM]	53.9[5 µM]	.	64.9[5 µM]	82.5[5 µM]	102.2[5 µM]	90.1[5 µM]	70.9[5 µM]
O=C(O)C(N=Cc1ccccc1)C(O)c1ccccc1 (stereo not given)	103.9	98.5	92.2	105.4	99.6	86.9	86.6	96.9	91.8
NC(=O)Cc1c[nH]c2ccccc12	95.0	100.1	95.7	103.0	104.3	107.5	90.9	93.7	105.6
Cn1cc(NC(=O)c2cc(NC(=O)c3ccc(/C=C/c4ccccc4)cc3)cn2C)cc1C(=O)NCCCN1CCOCC1	24.5	98.4	66.7	77.4	63.0	58.3	93.9	43.4	90.2
CCOc1ccc2cc(-c3nn(CC4CCNCC4)c4ncnc(N)c34)ccc2c1	74.7&101.5	45.9&91.7	55.6&77.5	52.5&67.5	42.7&55.8	47.8&92.7	70.5&92.0	28.9&82.9	93.5&99.5
O=C(/C=C(O)/C=C/c1ccc(SC(F)(F)F)cc1)/C=C/c1ccc(SC(F)(F)F)cc1	88.0	118.6	83.2	100.0	97.3	80.6	117.6	94.2	103.8
O=c1ccc2nc3ccccc3sc-2c1	79.6	94.9	84.8	88.3	45.4	101.9	128.1	86.3	80.8
CCOC(=O)CSc1nnc(N)s1	111.3	93.5	100.5	91.3	102.6	98.2	104.7	93.7	105.9
C#CC#CC#CC#CC#CC#CC#CC#CC[C@@H]1OC[C@@H](COC(=O)O[C@@H](C(=O)O[C@H]2C[C@@]3(O)[C@@H](OC(=O)c4ccccc4)[C@@H]4[C@]5(OC(C)=O)CO[C@@H]5C[C@H](O)[C@@]4(C)C(=O)[C@H](OC(C)=O)C(=C2C)C3(C)C)[C@@H](NC(=O)c2ccccc2)c2ccccc2)O1	100.3	98.6	27.1	32.3	83.9	19.3	5.2*	21.4	62.5
O=C(CCNCc1ccccc1)c1ccccc1	101.9	108.6	106.3	102.3	118.9	113.7	103.0	109.5	105.1
O=C(O)CCC(CCC(=O)O)(C(=O)O)C(=O)O	104.4	111.7	99.1	98.4	102.6	110.2	99.3	112.1	104.9
COc1ccc2c(c1)c(-c1nnc(-c3cn(C)c4ncccc34)o1)cn2C	68.9	.	59.0	72.0	90.6	54.9	94.0	59.4	61.5
O=c1[nH]c2sc3c(c2c(=O)n1-c1ccc(Cl)cc1)CCC3	109.3	97.9	97.6	103.0	98.7	110.0	115.1	102.1	101.2
CCCCc1nc(Cl)c(CO)n1Cc1ccc(-c2ccccc2-c2nn[nH]n2)cc1	110.6	105.5	105.6	99.3	109.5	103.9	100.7	99.3	105.3
Cc1cnc(C(=O)O)c[n+]1[O-]	120.8	116.8	106.0	107.4	114.8	124.4	105.9	99.9	106.7
Fc1ccc(-c2cc3nc(C(Cl)Cl)nc(-c4cccs4)n3n2)cc1	-26.2*	32.0	35.2	95.0	29.8	61.2	9.2*	64.5	5.6*
CN1C(=O)N(C)C2NN3C(c4ccccc4)=CSC3=NC21 (stereo not given)	111.7	96.7&95.1	87.1	94.9&67.0	115.4&101.3	91.6&92.1	114.2&100.6	110.3&92.8	103.4&98.2
COc1ccc(S(=O)(=O)NCCCNc2cc(-c3cn(-c4ccccc4)nc3-c3ccccc3)ccn2)cc1	81.3	75.2	64.0	58.5	61.4	81.0	84.0	73.5	54.9
CC(=O)Nc1cc2c(cc1[N+](=O)[O-])-c1ccccc1C2O (stereo not given)	120.4	101.5	99.0	104.9	112.5	147.5	112.4	100.8	104.1
CCOC(=O)CCC1=C(CCC(=O)OC)C(C)=N/C1=C\c1[nH]c(-c2ccc[nH]2)cc1OC	76.2	107.0	82.4	85.8	73.1	97.1	73.3	82.4	89.5
The list goes on:
SMILES	OVCAR-3	SK-OV-3	NCI-H23	NCI-H226	OVCAR-4	IGROV1	OVCAR-5	SN12C	NCI/ADR-RES
N#Cc1c(-c2cccs2)cc(-c2cccnc2)[nH]c1=O	103.5	97.2	101.7	98.5	118.3	107.7	96.9	95.2	103.0
COc1ccc2c(c1)c(-c1nc(N)nnc1-c1ccccn1)cn2C	100.6	91.3	93.8	84.5	102.1	104.3	109.5	.	95.6
NCCOc1ncccc1/C=C1\c2ccccc2-c2ccc([N+](=O)[O-])cc21	-77.7*	.	-68.1*	.	-69.2*	-80.2*	-72.8*	-62.0*	-45.4*
CC(=O)NC(NC(C)=O)c1ccccc1	109.6	101.1	108.8	88.9	110.4	100.3	110.8	95.9	108.5
CC1=NC(=S)NC(c2ccccc2)/C1=C1/CC(c2ccccc2O)ON1 (stereo not given)	102.2	100.5	93.1	91.6	114.6	81.2	88.4	92.7	104.4
Cc1cc[n+](CC(=O)c2cccc3ccccc23)cc1	113.2	101.9	101.3	96.4	96.2	100.2	95.9	103.6	107.6
COc1cc(C)cc(-c2c(-c3cc(N4CC(O)C4)nc(-c4cccnc4)n3)cnn2C)c1	101.3	117.5	77.9	91.5	88.7	119.5	99.9	77.8	83.1
CCN=C(NCC)c1ccc(NC(=O)Nc2ccc(NC(=O)Nc3ccc(C(=NCC)NCC)cc3)cc2)cc1	105.1	107.4	68.5	60.8	90.6	95.4	84.4	45.2	84.7
O=C(CCNC(=O)c1ccc2c(c1)/C(=C/c1ccc[nH]1)C(=O)N2)NO	82.6	97.4	95.2	94.9	80.2	96.0	110.5	97.8	99.1
C=CC1=NC(C)(C)CC(C)O1 (stereo not given)	112.7	107.6	113.6	110.8	98.6	.	103.8	99.2	111.9
COc1cc(CNC(=O)CCCC/C=C/C(C)C)ccc1OCc1cn(-c2ccc(C(F)(F)F)cc2)nn1	106.9	91.3	94.6	53.6	98.6	58.7	96.6	20.5	48.2
CSc1ncc2[nH]cnc2n1	109.1	84.8	91.7	97.3	104.7	101.1	95.1	101.4	97.7
Brc1ccc(-c2[nH]ncc2-c2c[nH]c3ccccc23)cc1	97.3	103.0	92.5	92.8	86.3	91.1	97.7	88.5	100.6
CC/C(=N\NC(N)=O)C(OC)OC	108.8	106.8	103.8	97.4	105.1	122.8	95.9	106.4	113.5
CCCCCCCCCC(C)NC(=O)CCl (stereo not given)	89.3	103.1	90.0	96.5	89.4	25.6	107.1	75.1	101.4
Cc1cc(=O)[nH]c(N2CCCCC2)n1	110.5	111.7	99.4	109.1	111.5	117.1	103.7	105.6	105.3
COC(=O)c1ccc(NC(=O)CCl)cc1	82.4	96.7	85.3	117.7	95.4	50.6	96.4	76.6	97.1
CCCCCCCCCCCCOC(=O)c1nn(C(C)=O)c2ccccc12	111.8	110.7	102.9	90.6	110.7	113.0	103.3	97.3	115.0
O=C(NC(c1ccccc1)c1ccc2cccnc2c1O)c1ccccc1 (stereo not given)	100.7	114.2	100.9	.	.	91.2	105.0	95.4	94.7
COc1ccc(-c2nc(SCC(C)C)nc(Nc3ccc(C(=O)O)cc3)c2C#N)cc1	86.6	113.3	88.8	87.7	87.1	109.0	103.6	102.2	94.6
COc1ccc(CN2C(=O)/C(=C\C(=O)c3ccc(OCCN4CCCC4)cc3)c3ccccc32)cc1	49.6	100.6	83.8	87.8	60.4	81.4	77.6	49.8	85.8
O=C(/C=C/c1ccc(Br)cc1)c1ccc(Br)cc1	106.3	118.4	102.8	105.7	.	118.1	113.3	108.6	104.3
COc1ccc2nc(-c3ccc(OC)c(OC)c3)cc(-c3nnc(SCC(=O)Nc4ccc(/C(C)=N\O)cc4)n3-c3ccccc3)c2c1	87.8	101.4	91.5	74.6	95.5	28.1	101.9	80.7	77.2
NCCCc1nn2c(CCC(=O)c3nc4ncccc4[nH]3)nnc2s1	107.9	108.8	96.6	86.1	100.3	95.8	94.8	96.1	100.3
CSc1ccncc1C(O)c1cccc(C(F)(F)F)c1 (stereo not given)	109.0	.	80.1	100.0	97.7	98.4	106.0	95.3	90.4

Rewritten as comma-separated lines: 8 of the compounds above
SMILES,OVCAR-3,SK-OV-3,NCI-H23,NCI-H226,OVCAR-4,IGROV1,OVCAR-5,SN12C,NCI/ADR-RES
Clc1ccc(CSc2ncc(Br)c(Nc3cc(Cl)ccc3Cl)n2)cc1,160.6,98.1,99.9,111.0,.,121.6,107.7,120.8,102.8
OCC1OC(OC2OC(CO)C(O)C(O)C2O)C(O)C(O)C1O (stereo not given),104.8,99.3,106.3,110.5,105.6,105.6,103.5,110.2,100.8
COc1ccc(C2N(c3ccc(O)cc3)N=C(C(C)=O)N2[C@@H]2[C@@H](OC(C)=O)O[C@@H](COC(C)=O)[C@H](OC(C)=O)[C@H]2OC(C)=O)cc1 (stereo not given in full),112.8,125.9,99.1,104.2,98.5,103.8,107.6,101.5,97.7
CC1(C)Oc2cc3oc(=O)ccc3cc2C[C@@H]1OCCOS(=O)(=O)c1ccc([N+](=O)[O-])cc1,114.7,103.0,93.3,91.0,88.1,101.0,102.0,100.4,99.9
Oc1ccccc1/C=N/Nc1nc(N/N=C/c2ccccc2O)nc(N2CCCCC2)n1,19.2,88.0,55.8,81.8,29.1,45.2,71.6,59.5,19.0
CC(C)C[C@H]1[C@@H]2O[C@@H]2[C@H](CC(C)C)N(Cc2ccccc2)S(=O)(=O)N1Cc1ccccc1,113.2[5 µM],70.4[5 µM],53.9[5 µM],.,64.9[5 µM],82.5[5 µM],102.2[5 µM],90.1[5 µM],70.9[5 µM]
O=C(O)C(N=Cc1ccccc1)C(O)c1ccccc1 (stereo not given),103.9,98.5,92.2,105.4,99.6,86.9,86.6,96.9,91.8
NC(=O)Cc1c[nH]c2ccccc12,95.0,100.1,95.7,103.0,104.3,107.5,90.9,93.7,105.6

The listing continues.
SMILES	OVCAR-3	SK-OV-3	NCI-H23	NCI-H226	OVCAR-4	IGROV1	OVCAR-5	SN12C	NCI/ADR-RES
C#CC(c1ccccc1)(c1ccccc1)n1ccnc1	92.7	103.5	97.6	86.3	87.8	96.4	93.2	93.9	96.0
CC(N)C(=O)NO (stereo not given)	111.7	96.0	94.8	99.1	114.2	107.6	102.6	108.0	110.2
C=C1CC[C@@H]2[C@]3(C)COC(c4ccccc4)O[C@@H]3CC[C@@]2(C)[C@@H]1CC(O)C1=CCOC1=O (stereo not given in full)	98.8	117.5	105.4	102.4	93.4	94.4	111.9	90.0	93.6
NNC(=O)N(c1ccccc1)c1ccccc1	113.6	116.2	95.1	95.4	99.4	116.1	110.8	108.1	112.3
CCOC(=O)CCCCN1C(=O)S/C(=C\c2cc(OC)c(OC)c(OC)c2)C1=O	.	103.4	98.4	84.3	101.1	101.1	95.7	96.8	98.8
COc1ccc(C(=O)COc2cccc(/C=C3\Cc4ccc(Cl)cc4C3=O)c2)cc1	105.9	104.7	88.6	90.9	97.7	78.6	100.8	101.0	95.9
O=C1NC(=S)N/C1=C\c1ccc(Cl)c(Cl)c1	95.4	92.6	93.3	110.8	94.5	98.6	90.5	.	95.8
Cc1onc(-c2c(Cl)cccc2Cl)c1C(=O)Oc1ccc(-c2ccc(OC(=O)c3c(-c4c(Cl)cccc4Cl)noc3C)cc2)cc1	103.9	98.2	98.9	.	98.5	105.4	95.7	95.2	104.2
CN1C(=O)/C(=C/c2cn(-c3ccccc3)nc2-c2ccccc2)SC1=S	120.9	108.9	95.4	98.3	105.7	106.7	106.4	100.3	98.1
NC(N)=Nc1nc2ccccc2[nH]1	106.8	97.9	106.1	97.1	90.1	97.7	108.4	108.7	117.8
CC(C)Cn1cnc2c(=S)nc(N)[nH]c21	117.7	104.4	97.0	93.2	98.8	108.4	95.3	106.2	101.2
O=C(Nc1ccccc1)Nc1ccc(NC(=O)c2cc(Cl)nc3ccccc23)cc1	116.3	99.4	97.6	99.8	84.3	94.1	104.2	104.5	105.4
COc1cccc(-c2nn(C(C)(C)C)cc2-c2ccnc(NCCCNS(=O)(=O)c3ccccc3)c2)c1	98.3&110.4	104.8&104.4	95.1&99.5	90.6&101.3	95.6&103.6	83.0&103.2	99.3&97.8	95.1&105.0	94.3&96.8
COc1ccccc1CNCCCN1C(=O)c2ccc3c4c(ccc(c24)C1=O)C(=O)N(CCCOCCCCOCCCN)C3=O	-95.0*	25.3	-67.6*	-10.8*	-97.1*	-51.8*	-55.9*	-87.5*	-8.1*
CSc1nn2c(-c3ccco3)ccnc2c1C#N	108.1	96.4	94.3	92.8	80.6	100.5	87.4	95.0	92.5
O=C(c1ccc(-c2nc(CSc3nc4ccccc4s3)no2)cc1)N1CCC(F)(F)CC1	81.0	75.6	53.4	68.6	73.5	88.5	109.0	70.3	63.5
C=CCN1[C@@H]2CC3CN4C(=O)C(=O)N5c6cccc7c6[C@](O)(CCC7)[C@H]2[C@@]45[C@]31C(=O)OCC (stereo not given in full)	85.3	103.2	89.3	98.1	92.8	98.2	98.5	92.6	50.7
